NR2E3 ag-1: human photoreceptor-specific nuclear receptor agonism. inhibition of corepressor binding, % at 3.98 µM. CHO-S Gal4-NCOR/VP16-NR2E3 two-hybrid, luciferase. 360,000 tested, 0.35% active. AID 602229. Q9Y5X4;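 active = inhibition above the mean of all tested compounds plus 3 SD, cut at about 70% in these data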;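 also: 0% = DMSO with NR2E3 transfected cells and 100% = cells lacking NR2E3 construct; higher means lower luciferase signal from less NR2E3 corepressor binding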
Target sequence (Q9Y5X4 whole entry, looked up, the tested form may be a part): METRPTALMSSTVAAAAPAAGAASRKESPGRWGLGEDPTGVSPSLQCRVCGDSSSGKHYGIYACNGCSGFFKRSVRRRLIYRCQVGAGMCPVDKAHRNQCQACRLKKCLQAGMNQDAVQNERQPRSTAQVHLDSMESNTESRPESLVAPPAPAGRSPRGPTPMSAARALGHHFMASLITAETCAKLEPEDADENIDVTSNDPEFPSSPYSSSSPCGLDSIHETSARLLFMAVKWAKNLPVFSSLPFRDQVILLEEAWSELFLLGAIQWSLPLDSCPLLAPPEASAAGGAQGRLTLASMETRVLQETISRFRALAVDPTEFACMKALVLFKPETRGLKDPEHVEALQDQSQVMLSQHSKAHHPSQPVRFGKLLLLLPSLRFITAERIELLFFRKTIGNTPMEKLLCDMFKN
C8 TRAIL sens: sensitizes caspase-8 expressing cells to TRAIL | NB7+C8 cells + TRAIL, ATPlite viability luminescence | inhibition (viability loss, TRAIL sensitization), % at 10 µM | 360,000 tested, 1% active;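 active = compounds causing at least 50% loss of cell viability in the single-dose screen, relative to plate controls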
LMP1 NFkB inh: reduces LMP1-driven NF-kappaB luciferase signal | 350,000 tested, 0.69% active | inhibition, % at 12.5 µM | LMP1-induced NF-kappaB luciferase reporter cells, luminescence; in the data active = inhibition above about 41%;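 also: 0% = neutral control wells and 100% = reference inhibitor control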
HIF-2a inh: HIF-2a inhibition; inhibition, % at 18.8 µM; 786-0 RCC cells HIF-2a reporter, luciferase luminescence, overnight; 360,000 tested, 0.72% active;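 active = inhibition of the luminescence signal of 40% or more relative to plate controls, in a single-dose primary screen at 18.75 µM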
Shn3 3UTR inh: inhibitors of Schnurri-3 3'UTR reporter in osteoblasts. Clone20 osteoblast Shn3 3'UTR firefly luciferase, 24 h. inhibition, % at 12.5 µM. AID 588674. 360,000 tested, 0.52% active;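 active = mean inhibition of at least 75% with every replicate also reaching 75%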;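 also: 0% = median of neutral control wells and 100% = pilot-screen positive control compound; some compounds past the cut are filed as inactive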
hiPSC survival: increases survival of single human iPS cells; 360,000 tested, 0.044% active; survival enhancement, % at 20 µM; hiPSC single-cell survival, ATPlite luminescence; 100% = ROCK inhibitor wells, 0% = DMSO; in the data active = survival enhancement above about 18%;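 also: cells exposed to compounds for 16 hours before the ATP read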
Peg3 prom inh: Peg3 promoter activity inhibition | HeLa PEG-Prom luciferase reporter, luminescence, overnight | inhibition, % at 20 µM | 360,000 tested, 1.7% active | AID 588405;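 active = inhibition of at least 50% at 20 µM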
CF NFkB block: blocks PAF-induced NF-kB reporter in cystic fibrosis cells; 360,000 tested, 0.86% active; AID 588850; inhibition, % at 5 µM; KKLEB NF-kB-GFP reporter, GFP fluorescence overnight;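 active = at least 50% inhibition at 5 µM, scaled per plate between neutral and stimulator controls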;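 also: PAF is a Pseudomonas aeruginosa culture filtrate used as stimulus; plate controls were PAF-stimulated DMSO wells for no effect and unstimulated DMSO wells for full effect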
NR2E3 ag-2: activates human photoreceptor nuclear receptor NR2E3; Q9Y5X4; GST-NR2E3/biotin-RetCOR TR-FRET, 1536-well; inhibition of corepressor binding, % at 4.78 µM; 320,000 tested, 0.12% active; AID 2300;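 active = percent inhibition above the cutoff of mean plus 3 SD of all tested compounds, set per screening campaign, cut at about 20% in these data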;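 also: 0% = DMSO wells and 100% = biotin wells as full block of FRET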
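Material: NR2E3–RetCOR corepressor complex / Incubation: Compound–protein incubation for 5 h at 4 °C / Dosing: compound at 4.8 µM, single dose / Detection: time-resolved FRET / Benchmarks: high control biotin, low control 0.6% DMSO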
MITF TRPM1 inh: MITF TRPM1 promoter inhibition in SK-MEL-5 cells | SK-MEL-5 TRPM1 promoter luciferase, 24 h | inhibition, % at 12.5 µM | 330,000 tested, 0.83% active | AID 488899;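 active = mean inhibition across replicates of 60% or more, whatever share of single replicates reaches that level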; also: values of inactives mirror those of a sister screen read the other way
KKLEB cytotox: counter-screen for CF NF-kB inhibitors: cytotoxicity; KKLEB CF airway cells viability, ATPlite luminescence, overnight; active compounds read low; cells stimulated with P. aeruginosa culture filtrate; activity change (cytotoxicity), % at 5 µM; 360,000 tested, 0.36% active; AID 602141;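 active = corrected activity change at or below -50% at 5 µM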
Active calls of the source: *; . = not tested or not shown. A portion of the library; the hit share may differ from the screen's.

SMILES	NR2E3 ag-1	C8 TRAIL sens	LMP1 NFkB inh	HIF-2a inh	Shn3 3UTR inh	hiPSC survival	Peg3 prom inh	CF NFkB block	NR2E3 ag-2	MITF TRPM1 inh	KKLEB cytotox
O=S(=O)(NCCO)c1cccc2cccnc12	-1	-4	8	11	-2	1.4	4	-8	-2	-6	5
O=c1[nH]ncn1-c1ccccc1C(F)(F)F	8	-11	2	9	4	2.3	10	-2	-2	-6	1
CC(=O)Nc1ccc(NS(=O)(=O)c2ccc3ccccc3c2)cc1	15	-4	8	9	8	-1.2	12	-28	-3	-6	-1
COc1ccc(NC(=O)CSc2cc(C(=O)c3nccn3C)c3ccccc3n2)cc1	-4	-5	3	9	21	-0.8	7	-4	3	17	-10
CCc1nnc(NC(=O)c2ccc3c(=O)n4c(nc3c2)CCC4)s1	-102	9	3	-117	-16	3.9	-97	5	.	.	-4
Cc1ccccc1C(=O)NCC(=O)OC(C)C(=O)Nc1cccc(S(=O)(=O)N2CCOCC2)c1 (stereo unspecified)	-15	1	0	7	-5	-0.5	10	-26	0	-4	1
COc1cc(/C=N/NC(=O)COc2ccccc2C)ccc1OC(=O)c1cccs1	-7	7	1	10	-6	-0.2	-5	0	1	-3	1
Cc1noc(C)c1C(=O)OCC(=O)Nc1ccc(N2CCOCC2)cc1	6	-10	-5	-2	-7	-0.4	-13	-2	.	-1	-3
COC(=O)/C=C1\SC(=NC(=O)c2cccc([N+](=O)[O-])c2)NC1=O	-5	-4	3	-9	-8	0.7	0	-7	-3	0	6
Clc1cccc(/C=N/Nc2ncnc3ccccc23)c1	-109	16	-37	-226	-112	-1.8	-323	-24	3	-48	-2
C#CCn1c(S(=O)(=O)Cc2ccccc2Cl)nc(-c2ccccc2)c1-c1ccccc1	9	12	-25	4	75	-3.4	29	9	-1	14	-21
Cc1cccc(NC(=S)NCc2ccco2)n1	19	0	1	20	-22	-0.3	14	-5	1	-8	13
CCCCOC(=O)NC1CCS(=O)(=O)C1 (stereo unspecified)	-7	-3	-1	7	4	-2.0	6	-4	1	1	-1
COc1ccc(C(C(=O)NC2CCCCC2)N(Cc2ccco2)C(=O)c2ccccn2)c(OC)c1 (stereo unspecified)	-5	-8	2	15	6	-0.6	0	20	0	6	0
Cc1onc(-c2ccccc2)c1C(=O)N1CCN(CCc2ccccc2)CC1	-6	-3	0	21	-18	-3.3	4	7	3	8	-1
C/C(CC1CC(COCC(C)C)OC1=O)=N\NC(N)=S (stereo unspecified)	19	0	-4	18	-3	-2.8	8	-9	-1	-3	4
CC(C)C(NC(=O)C1CCCCC1)C(=O)Nc1ccccn1 (stereo unspecified)	-10	2	-1	13	-9	1.3	9	9	-1	8	0
Nc1ccc(S(=O)(=O)NCC(=O)OCCOc2ccccc2)cc1[N+](=O)[O-]	-26	5	-10	-4	-5	0.1	-2	-8	1	-4	-13
CC(C(=O)OCC(=O)Nc1ncc(Cl)cc1Cl)N1C(=O)c2ccccc2C1=O (stereo unspecified)	10	3	-10	9	-9	4.6	-3	-13	0	5	0
Cc1[nH]c2ccccc2c1/C=N/NC(=O)c1cccc([N+](=O)[O-])c1	-1	2	-8	2	12	0.3	7	6	-2	20	-12
CC1CCN(S(=O)(=O)c2ccc(C(=O)N(C)C3CCS(=O)(=O)C3)cc2)CC1 (stereo unspecified)	-3	-18	-1	8	9	0.1	4	3	-5	-15	-5
Cc1cc(C)c(S(=O)(=O)NCC(CCC(=O)O)C(F)(F)F)c(C)c1 (stereo unspecified)	1	-7	-1	15	-3	-0.8	10	15	3	-8	-1
Cc1ccc(NC(=O)c2ccc(C)c(NC3=NC4CS(=O)(=O)CC4S3)c2)cc1C (stereo unspecified)	-6	-4	4	-4	-4	0.6	-3	11	0	.	5
C=CCOc1ccc(/C(O)=C2/C(=O)C(=O)N(CCCn3ccnc3)C2c2cccs2)cc1 (stereo unspecified)	-107	-10	-29	-211	-40	-0.3	-311	2	9	-58	3
COc1ccc(C(=O)NC(C)c2nccs2)cc1OC1CCN(C(C)C)CC1 (stereo unspecified)	-14	-24	0	-1	-6	0.0	12	-2	1	4	5
(list continues)
SMILES	NR2E3 ag-1	C8 TRAIL sens	LMP1 NFkB inh	HIF-2a inh	Shn3 3UTR inh	hiPSC survival	Peg3 prom inh	CF NFkB block	NR2E3 ag-2	MITF TRPM1 inh	KKLEB cytotox
CN(CCC#N)C(=O)COC(=O)[C@H](Cc1ccccc1)N1C(=O)c2ccccc2C1=O	6	-11	7	15	-10	-0.2	12	-2	1	12	4
COc1ccc(CNC(=O)O[C@H]2Cn3c(=O)ccc(=O)n3[C@@H]3CN(S(=O)(=O)c4ccc(C)cc4)C[C@]23O)cc1OC	2	13	-9	9	-16	-0.9	-4	-15	.	.	2
COc1cc2c(cc1OC)C1(Nc3c-2c(-c2ccccc2)nn3-c2ccccc2)C(=O)Nc2ccccc21 (stereo unspecified)	-36	-11	6	12	3	3.1	21	-3	4	8	11
COc1cccc(/C=C/C(=O)OCC(=O)NC2CCCC2)c1	6	5	0	12	0	-2.0	10	-62	.	.	1
COc1ccc(N2CCN(CC(=O)NCc3ccccc3)CC2)cc1	-12	6	-5	20	16	0.2	1	-9	-3	-10	17
CCN(CC(=O)Nc1ccc(OC)cc1)C(=O)c1ccc(N2C(=O)CCC2=O)cc1	-24	-2	9	0	4	2.7	9	-30	1	-9	-1
CC(=O)c1ccc(C(=O)N2CCC(n3nccc3NC(=O)C3CC3)CC2)cc1	-2	-13	4	-14	-13	-0.4	-5	10	3	-13	-4
CCn1c(SCC(=O)N/N=C/C=C/c2ccco2)nc2ccccc21	-18	-2	0	-4	-3	6.4	9	-9	-2	-6	1
Cc1cccc(C2=NN(c3ccccc3)[C@@H](C(=O)N3CCOC3=O)[C@@H]2C)c1	-28	0	-9	6	-16	0.8	-6	-2	.	2	-3
COc1ccc(F)c(CN2CCC(N3CCC(C(=O)N4CCOCC4)CC3)CC2)c1	-37	5	4	10	1	1.8	22	22	-1	5	-6
CC(C)(C)OC(=O)C[C@@H]1C/C=C\C[C@H](CC(=O)N(CCO)Cc2ccccc2)C(=O)N[C@@H](c2ccccc2)COC1=O	6	-26	4	0	-6	-2.1	-3	3	.	-7	9
CCOC(=O)C1CCCN(c2nnnn2-c2ccccc2)C1 (stereo unspecified)	0	-4	2	13	9	-2.4	11	3	2	10	4
O=C(NNS(=O)(=O)c1ccc(F)cc1)C1CCCCC1	21	13	-3	7	5	-0.5	6	-7	0	-3	14
CCN(CC)S(=O)(=O)c1cccc(NC(=O)/C=C/c2cccc([N+](=O)[O-])c2)c1	-4	27	17	-18	16	-1.4	22	-42	-1	11	8
Cc1ccnc(NS(=O)(=O)c2ccc(NC(=O)c3ccccc3F)cc2)n1	11	14	5	20	-8	-0.8	-6	-1	0	2	1
CC(C)CNC(=O)C1(C)CCCN1C(=O)c1c(Cl)cccc1Cl (stereo unspecified)	-16	-8	.	8	-6	-3.1	-5	-12	.	.	-2
Cc1ccc(-c2c(C(=O)N/N=C/c3ccsc3)nnn2-c2nonc2N)cc1	-22	4	-5	1	-13	0.3	21	-10	0	1	12
CC(C)(C)C(=O)N1N=C(c2cccc(NS(C)(=O)=O)c2)CC1c1cccs1 (stereo unspecified)	-5	-3	7	-1	-11	0.7	23	-2	6	6	9
COc1ccc(NC(=O)N(C)C[C@H]2OCCCC[C@H](C)Oc3ccc(NC(=O)Nc4ccc5c(c4)OCO5)cc3C(=O)N([C@@H](C)CO)C[C@@H]2C)cc1	-60	19	7	9	3	-1.7	20	0	.	.	16
COc1cc(NC(=O)C2CC(c3ccccc3Cl)=NO2)cc(OC)c1OC (stereo unspecified)	3	-9	15	13	16	-0.6	20	19	-1	5	-3
COc1ccccc1/C=C1/SC(=S)N(CCC(=O)Nc2cccnc2)C1=O	-2	12	-4	-34	13	-0.3	-30	-20	-3	-9	-22
CS(=O)(=O)N1CCC(C(=O)NCc2ccccc2)CC1	13	13	4	16	-5	1.0	-8	9	2	-3	0
O=C(CCS(=O)(=O)c1cccc2nsnc12)N1CCN(Cc2ccc3c(c2)OCO3)CC1	-19	3	-4	2	9	-0.8	5	11	0	-3	1
COc1cccc(N2CCN(Cc3nc(N)nc(N4CCCc5ccccc54)n3)CC2)c1	37	12	5	16	-4	-0.4	10	7	2	12	-1
CC(C)c1cc(CNC(=O)c2ccc(OC3CCN(Cc4ccccn4)CC3)cc2)on1	2	-4	9	2	19	-0.6	-20	0	-2	19	9

By substructure, those above containing a halogen
SMILES	NR2E3 ag-1	C8 TRAIL sens	LMP1 NFkB inh	HIF-2a inh	Shn3 3UTR inh	hiPSC survival	Peg3 prom inh	CF NFkB block	NR2E3 ag-2	MITF TRPM1 inh	KKLEB cytotox
O=c1[nH]ncn1-c1ccccc1C(F)(F)F	8	-11	2	9	4	2.3	10	-2	-2	-6	1
Clc1cccc(/C=N/Nc2ncnc3ccccc23)c1	-109	16	-37	-226	-112	-1.8	-323	-24	3	-48	-2
C#CCn1c(S(=O)(=O)Cc2ccccc2Cl)nc(-c2ccccc2)c1-c1ccccc1	9	12	-25	4	75	-3.4	29	9	-1	14	-21
CC(C(=O)OCC(=O)Nc1ncc(Cl)cc1Cl)N1C(=O)c2ccccc2C1=O (stereo unspecified)	10	3	-10	9	-9	4.6	-3	-13	0	5	0
Cc1cc(C)c(S(=O)(=O)NCC(CCC(=O)O)C(F)(F)F)c(C)c1 (stereo unspecified)	1	-7	-1	15	-3	-0.8	10	15	3	-8	-1
COc1ccc(F)c(CN2CCC(N3CCC(C(=O)N4CCOCC4)CC3)CC2)c1	-37	5	4	10	1	1.8	22	22	-1	5	-6
O=C(NNS(=O)(=O)c1ccc(F)cc1)C1CCCCC1	21	13	-3	7	5	-0.5	6	-7	0	-3	14
Cc1ccnc(NS(=O)(=O)c2ccc(NC(=O)c3ccccc3F)cc2)n1	11	14	5	20	-8	-0.8	-6	-1	0	2	1
CC(C)CNC(=O)C1(C)CCCN1C(=O)c1c(Cl)cccc1Cl (stereo unspecified)	-16	-8	.	8	-6	-3.1	-5	-12	.	.	-2
COc1cc(NC(=O)C2CC(c3ccccc3Cl)=NO2)cc(OC)c1OC (stereo unspecified)	3	-9	15	13	16	-0.6	20	19	-1	5	-3

Record cards (already shown). Order of values: NR2E3 ag-1 | C8 TRAIL sens | LMP1 NFkB inh | HIF-2a inh | Shn3 3UTR inh | hiPSC survival | Peg3 prom inh | CF NFkB block | NR2E3 ag-2 | MITF TRPM1 inh | KKLEB cytotox
`CC(C(=O)OCC(=O)Nc1ncc(Cl)cc1Cl)N1C(=O)c2ccccc2C1=O` (stereo unspecified) reads 10 | 3 | -10 | 9 | -9 | 4.6 | -3 | -13 | 0 | 5 | 0
`CC(=O)Nc1ccc(NS(=O)(=O)c2ccc3ccccc3c2)cc1` reads 15 | -4 | 8 | 9 | 8 | -1.2 | 12 | -28 | -3 | -6 | -1
